PHOSPHO1 block = PHOSPHO1 (human) inhibition; Q8TCT1; recombinant PHOSPHO1, absorbance phosphatase assay; inhibition, % at 13.3 µM; 290,000 tested, 1.1% active; in the data active means inhibition above about 60%
PfM18AAP inh = blocks P. falciparum M18 aspartyl aminopeptidase; recombinant PfM18AAP, H-Glu-NHMec fluorogenic cleavage; inhibition, % at 7.35 µM; 290,000 tested, 1.2% active; AID 1822;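 active means inhibition above the campaign mean inhibition over all tested compounds plus 3 SD, cut at about 28% in these data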;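 further: 0% = plate median of test compound wells and 100% = 2 mM ZnCl2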
IDE inh = cellular human IDE inhibition; HEK cells, FAbetaB cleavage, fluorescence polarization; inhibition, % at 5.59 µM; 320,000 tested, 0.41% active;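 active means percent inhibition above the average of all tested compounds plus 3 SD, set per screening campaign, cut at about 16% in these data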;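 further: IDE supplied by intact live HEK cells; FP after avidin binding of uncleaved biotin substrate so inhibition keeps polarization high; 0% = DMSO wells and 100% = 60 µM reference IDE inhibitor Ii1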
NALP1 inh = NALP1 inhibition; S. cerevisiae NALP1/ASC/caspase-1 growth, X-gal OD620, 72 h; inhibition, % at 10 µM; 280,000 tested, 0.61% active; AID 2071; in the data active means inhibition mostly above about 24%, no sharp cut-off; inactive means mostly below about 32%; further: some compounds called inactive have numbers as strong as hits
IDE cell activ = boosts human insulin-degrading enzyme activity in HEK cells. FAbeta-B cleavage, fluorescence polarization; 0% vehicle, 100% cell-free pure enzyme wells. P14735. 340,000 tested, 0.073% active. activation, % at 5.96 µM;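 active means activation above the mean of all tested compounds plus 3 SD, set per screening campaign, cut at about 17% in these data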
VIM-2 inh = blocks Pseudomonas aeruginosa VIM-2 metallo-beta-lactamase; purified VIM-2, nitrocefin hydrolysis, epi-absorbance fluorescence; inhibition, % at 5.6 µM; 290,000 tested, 0.89% active;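 active means inhibition above the mean of all tested compounds plus 3 SD, cutoff set per screening run, cut at about 7.5% in these data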;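 further: red hydrolysis product quenches plate fluorescence so inhibitors raise well fluorescence; 0% = enzyme with DMSO and 100% = DMSO without enzyme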
pCIP destab = p/CIP protein destabilization. Q05BA5. F442A p/CIP-EGFP cells, EGFP fluorescence, 16 h. decrease of EGFP signal, % at 10 µM. 290,000 tested, 0.01% active. AID 1984;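 active means EGFP signal decrease of at least 30% at 10 µM or well 3 SD below plate mean, unless failing retest; inactive means the rest, including hits failing retest or dose response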; further: some compounds called inactive have numbers as strong as hits; many of its hits are not listed in these tables
Target sequence (Q05BA5 1-1403): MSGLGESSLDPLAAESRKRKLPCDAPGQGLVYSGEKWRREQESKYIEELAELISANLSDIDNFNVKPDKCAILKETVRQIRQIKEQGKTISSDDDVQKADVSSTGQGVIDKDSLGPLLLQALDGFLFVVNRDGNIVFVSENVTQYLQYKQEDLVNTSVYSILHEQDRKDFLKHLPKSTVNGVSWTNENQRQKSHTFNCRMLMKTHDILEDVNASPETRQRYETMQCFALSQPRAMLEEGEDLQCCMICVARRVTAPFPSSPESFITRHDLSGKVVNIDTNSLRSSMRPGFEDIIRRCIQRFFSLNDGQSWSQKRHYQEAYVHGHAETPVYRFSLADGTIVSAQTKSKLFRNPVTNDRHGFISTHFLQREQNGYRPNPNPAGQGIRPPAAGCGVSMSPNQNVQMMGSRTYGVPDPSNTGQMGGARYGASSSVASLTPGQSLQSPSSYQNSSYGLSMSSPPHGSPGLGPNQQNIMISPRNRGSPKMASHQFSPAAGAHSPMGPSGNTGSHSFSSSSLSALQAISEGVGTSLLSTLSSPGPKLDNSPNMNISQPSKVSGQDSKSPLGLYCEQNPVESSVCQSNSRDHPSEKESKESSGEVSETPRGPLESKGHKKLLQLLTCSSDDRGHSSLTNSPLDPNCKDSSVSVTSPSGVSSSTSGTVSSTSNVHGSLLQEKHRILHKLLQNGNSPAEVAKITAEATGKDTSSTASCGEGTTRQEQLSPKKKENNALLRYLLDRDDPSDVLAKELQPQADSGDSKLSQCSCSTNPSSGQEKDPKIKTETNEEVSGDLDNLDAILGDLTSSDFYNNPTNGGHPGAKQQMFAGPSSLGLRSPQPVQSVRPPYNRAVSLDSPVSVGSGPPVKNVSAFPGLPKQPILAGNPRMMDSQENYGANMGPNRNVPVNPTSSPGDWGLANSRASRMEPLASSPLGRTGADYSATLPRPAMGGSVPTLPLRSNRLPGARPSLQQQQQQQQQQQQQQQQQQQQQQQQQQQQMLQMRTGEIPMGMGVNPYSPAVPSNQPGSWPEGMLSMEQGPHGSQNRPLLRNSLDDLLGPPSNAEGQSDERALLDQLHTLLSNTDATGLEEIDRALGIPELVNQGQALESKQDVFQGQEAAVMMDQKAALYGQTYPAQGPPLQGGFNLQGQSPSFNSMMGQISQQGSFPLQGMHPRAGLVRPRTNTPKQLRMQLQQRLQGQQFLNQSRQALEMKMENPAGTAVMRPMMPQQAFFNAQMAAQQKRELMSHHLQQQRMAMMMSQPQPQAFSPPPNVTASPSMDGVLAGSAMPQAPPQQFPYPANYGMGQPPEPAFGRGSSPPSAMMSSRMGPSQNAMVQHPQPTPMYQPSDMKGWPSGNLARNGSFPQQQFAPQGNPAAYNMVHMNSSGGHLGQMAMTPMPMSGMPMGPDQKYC
GPR7 antag = blocks human GPR7 receptor signaling. GPR7-expressing cells, fluorescence antagonist assay. inhibition, % at 4.4 µM. 290,000 tested, 1.1% active; in the data active means inhibition above about 16%, passing the limit was not always enough;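 further: cells stimulated with the agonist NPW; 0% = agonist with vehicle and 100% = vehicle without agonist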
IMP-1 inhibitor = inhibitors of Pseudomonas aeruginosa IMP-1 metallo-beta-lactamase. purified IMP-1, nitrocefin hydrolysis, epi-absorbance fluorescence. inhibition, % at 5.6 µM. 290,000 tested, 0.45% active. AID 1556;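 active means inhibition above the mean plus 3 SD of all compounds in the same screening run, cut at about 4.5% in these data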;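 further: 0% = IMP-1 with DMSO and 100% = DMSO wells lacking enzyme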
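System: purified recombinant IMP-1 beta-lactamase. Medium: Zinc- and detergent-supplemented HEPES buffer, pH 7.1. Compound: one 5.6 µM dose […]. Schedule: 15 min preincubation plus 25 min reaction at 25 °C. Technique: Epi-absorbance fluorescence, 480 nm excitation, 530 nm emission.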
* hit, by the source's call; · = not tested or not shown.

item	VIM-2 inh	GPR7 antag	PHOSPHO1 block	pCIP destab	SMILES	NALP1 inh	IDE cell activ	IDE inh	PfM18AAP inh	IMP-1 inhibitor
1	-1.2	1.1	-7.4	-8.3	O=C(Cn1cnc([N+](=O)[O-])c1)NCc1ccc(F)cc1	12.7	3.1	-0.9	3.5	-3.1
2	1.3	-11.9	-2.3	-5.3	Cc1nn(Cc2ccc(Cl)c(Cl)c2)c(C)c1NC(=O)c1noc2c1CCCCC2	·	6.3	-4.0	-6.4	-0.7
3	-1.4	-9.3	6.3	-6.3	CCN(CC(=O)NCc1ccco1)S(=O)(=O)c1ccc(F)cc1	-0.5	2.5	-5.9	-1.5	-1.8
4	·	·	10.5	-6.0	CCOC(=O)Cn1c(=O)c2c(nc(Br)n2Cc2ccc(Cl)cc2)n(C)c1=O	4.5	·	-0.5	·	·
5	-2.9	-4.6	31.0	-22.6	CCOc1cc(Cl)c(S(=O)(=O)NCCCN2CCOCC2)cc1Cl	14.8	-1.8	-2.8	5.0	-0.9
6	-2.2	12.2	-6.2	-5.5	CCNC(=O)CSc1nnc(-c2cc(-c3ccc(Cl)cc3)nc3ccccc23)o1	23.7	-5.7	2.1	-4.4	-2.5
7	-3.8	-5.3	-17.7	-7.4	C/C(=N\NC(=O)CC1(C)OCCO1)c1cccs1	22.1	-1.6	-4.1	-1.6	-3.6
8	1.2	-4.6	24.9	-1.3	CC(=O)Nc1ccc(S(=O)(=O)NCCc2ccc(S(N)(=O)=O)cc2)cc1	-11.9	6.8	-0.5	-3.0	2.1
9	-0.8	0.5	-18.6	1.2	CC(C)(C)c1cnnn1-c1ccc(C(=O)CCl)cc1	52.6	3.7	-0.4	7.1	-1.6
10	-1.8	-14.4	34.9	-17.0	O=C(NC(=S)Nc1ccc2oc(-c3ccncc3)nc2c1)c1ccccc1F	20.3	6.4	1.2	-15.4	-0.9
11	0.2	-4.1	18.9	2.6	N#CC1=C(N)Oc2n[nH]c(-c3ccccc3)c2C12C(=O)Nc1ccccc12 (stereo unspecified)	6.0	3.4	-1.6	-12.6	-0.8
12	-1.9	5.3	-10.0	12.7	Cc1nn(-c2ccccc2)c(Cl)c1/C=N/N1CCN(c2ccccn2)CC1	-26.0	2.4	1.7	-4.8	-2.0
13	2.6	-13.5	15.9	-0.4	Cc1cc(=O)[nH]c(SCC(=O)NCC2CCCO2)n1 (stereo unspecified)	9.1	0.9	-2.4	-12.0	-2.4
14	-3.4	-8.7	7.9	-2.2	O=C(N/N=C(/CC(=O)c1cccs1)C(F)(F)F)c1ccc(O)cc1	9.9	-1.4	1.3	6.2	-2.1
15	-1.5	-8.7	16.1	13.5	COc1ccccc1-n1cnnc1SCC(=O)Nc1cccnc1Cl	-0.2	0.9	2.5	-15.2	-0.6
16	·	·	-34.4	-35.6	Cc1nn2c3c(cnc2c1-c1ccc(Cl)cc1)C(=O)CC(c1ccco1)C3 (stereo unspecified)	-3.3	1.9	-0.4	·	·
17	1.5	7.5	7.1	5.5	Cc1n[nH]c(C)c1Sc1ccccc1N=Cc1cc([N+](=O)[O-])ccc1O	-19.3	·	-5.8	15.1	0.2
18	-3.9	0.6	41.1	2.1	C1CC(CN2CCOCC2)CN(c2nc3nonc3nc2N2CCSCC2)C1 (stereo unspecified)	4.9	4.2	-12.2	3.9	-2.1
19	-2.1	0.8	-65.4	-12.2	S=c1[nH]nc(Cc2ccccc2)n1-c1ccc(Cl)cc1	-11.7	0.9	2.3	24.0	-1.3
20	0.3	-1.3	-3.4	-5.4	Cc1cc(C)c(NC(=O)COc2nc3ccccc3nc2C)c(C)c1	28.2	0.5	-0.2	2.6	1.5
21	-0.1	-7.8	28.4	-4.4	O=C1/C(=C/c2cccnc2)SC(=S)N1NS(=O)(=O)c1ccccc1	-8.6	3.3	7.3	11.1	-2.0
22	-2.8	-16.1	16.0	1.9	COc1ccccc1/C=C/C=N/n1c(-c2ccccn2)n[nH]c1=S	-17.5	1.8	7.1	2.3	-4.3
23	-0.2	-7.2	30.8	0.4	Cc1ccc(-c2cc(C(=O)Nc3cnn(C45CC6CC(CC(C6)C4)C5)c3)no2)cc1	3.6	1.3	2.8	1.5	-3.6
24	-3.0	-3.9	-7.4	-2.1	Cc1cc(C)cc(N2C(=O)CSC2c2cccs2)c1 (stereo unspecified)	23.7	6.0	-3.0	0.7	-2.8
25	2.1	-2.6	-17.4	0.2	C/C(=N\NC(=O)c1cc(C(C)C)[nH]n1)c1ccncc1	17.7	2.6	-3.5	-8.1	0.0
26	-1.9	-5.3	3.3	12.4	O=C(O)CCCNS(=O)(=O)c1ccc2ccccc2c1	28.1	0.2	-2.7	0.6	-2.4
27	-1.1	-11.2	·	·	CCOc1ccc2[nH]cc(C(=O)N3CCN(C4CCCCC4)CC3)c(=O)c2c1	·	-1.9	1.6	7.0	-0.8
28	-1.9	-14.0	-34.8	2.8	Cc1ccc(C(=O)NC(=S)Nc2ccc(N3CCOCC3)cc2)cc1C	-13.4	7.8	0.6	3.6	-1.5
29	-2.6	-6.6	-12.9	1.5	Cc1occc1C(=O)Nc1nnc(-c2ccncc2)s1	3.8	6.5	8.3	-3.7	-2.2
30	-1.3	-11.8	3.3	5.3	Clc1cncc(Cl)c1N/N=C/c1ccccc1	8.1	-0.5	8.2	0.6	-2.6
31	0.6	-6.1	-8.0	3.1	CC1CCCC(C)N1C(=O)c1cc(-c2ccc3c(c2)OCO3)on1 (stereo unspecified)	35.2	-1.8	0.6	1.6	-3.8
32	-2.5	4.4	36.4	-12.1	O=C(COc1ccc(C2SCCS2)cc1)NNC(=O)C(Cl)Cl	·	5.5	7.4	3.2	-1.0
33	-1.6	-12.4	21.2	-8.7	O=C(NCC(=O)N1CCN(C(c2ccccc2)c2ccccc2)CC1)c1ccc(Br)o1	21.1	-6.6	-0.2	-4.8	-0.7
34	-0.6	-12.9	27.1	-9.3	COCCN(C(=O)CSc1ncc(C(F)(F)F)cc1Cl)c1c(N)n(Cc2ccccc2)c(=O)[nH]c1=O	5.7	1.9	5.2	-4.9	-1.3
35	-2.1	-17.9	20.6	-1.5	CC1(C)NC(=O)N(CC(=O)OCC(=O)Nc2cccc(S(N)(=O)=O)c2)C1=O	8.2	-2.6	8.7	-2.0	-2.2
36	-0.7	-1.7	11.9	0.8	O=C(NCC(=O)N(c1cccc(F)c1)C(C(=O)NC1CCCC1)c1cccnc1)c1cccs1 (stereo unspecified)	-22.0	1.6	1.9	1.6	-2.4
37	1.5	1.8	6.5	-19.4	COc1ccc(C(C(=O)NC2CCCCC2)N(C(=O)c2ccccn2)c2cccnc2)c(OC)c1 (stereo unspecified)	20.0	1.4	-1.5	-3.8	0.7
38	0.6	-18.1	35.1	-9.9	CCOc1ccc(C(C)NC(=O)c2cc(=O)[nH]c3ccccc23)cc1OCC (stereo unspecified)	9.7	2.9	-3.7	-8.9	-1.3
39	0.6	17.7	30.8	-11.0	CC(C)c1nc2sc3c(c2c(=O)[nH]1)CC(C)(C)OC3	15.0	5.1	·	-16.8	-0.8
40	0.3	0.2	1.0	-20.7	O=c1[nH]c(CCl)nc2cc(-c3ccc(Cl)cc3)sc12	5.2	-0.4	-0.5	-2.0	-3.5
41	-1.7	7.0	12.6	0.3	CCOC(=O)c1cccc(NC(=O)CN(C)S(=O)(=O)c2cnc[nH]2)c1	12.1	6.5	-6.6	-2.1	1.0
42	1.0	2.3	38.5	-2.8	Nn1c(SCc2ccc(Br)cc2)nnc1-c1ccccn1	1.0	1.2	10.1	-2.8	-2.0
43	-0.9	-8.0	44.7	-2.8	CN(C)C(=O)COc1ccc2c(-c3ccccc3)cc(=O)oc2c1	-5.3	1.0	·	-1.4	-3.2
44	-0.4	-8.4	55.7	3.9	COc1ccc(-c2c(NC(=O)c3ccco3)n(-c3ccc(C)cc3)nc(C)c2=O)cc1	·	·	-6.6	-0.1	-1.6
45	-0.5	21.3*	99.8*	2.0	CS(=O)(=O)N(Cc1ccc(Cl)cc1)c1ccc(C(=O)N2CCN(c3ccccc3)CC2)cc1	2.9	0.7	6.3	5.5	-2.9
46	0.8	-5.2	22.8	-7.6	Cc1ccccc1C(=O)N1CCC(C(=O)Nc2nccs2)CC1	10.6	4.9	3.2	-1.9	-2.9
47	0.7	0.1	-14.9	-1.3	C=CCn1c(SCC(=O)c2ccc(O)c(O)c2)nnc1-c1cccnc1	-2.8	3.4	4.7	54.0*	-1.3
48	0.5	1.6	46.6	-5.8	COc1ccc(C(=O)NC2CC2)cc1OC1CCN(Cc2ccccc2)CC1	8.9	2.9	·	8.7	0.6
49	-0.1	-13.9	24.8	-14.6	CCCOc1ccc(NC(=O)C2CC(=O)N(C)C(=Nc3cccc(OC)c3)S2)cc1 (stereo unspecified)	3.4	0.3	2.3	3.0	-1.8
50	-1.8	-6.7	-14.0	-3.6	Cc1cc2c(cc1S(=O)(=O)NCc1ccccc1)n(C)c(=O)c(=O)n2C	21.7	1.2	0.8	7.0	-3.8
51	-2.3	-1.1	2.6	1.3	CCCCCCC(C)NC(=S)Nc1cc(S(=O)(=O)N(C)C)ccc1C (stereo unspecified)	17.1	5.3	3.5	3.7	-2.3
52	1.2	3.8	30.4	2.2	C#CCNC(=O)C1=C[C@H](c2ccc(Br)cc2)C[C@H](OCCCCO)O1	9.2	1.5	1.9	0.2	-0.7
53	0.3	6.9	36.8	-5.0	NC(=O)C1CCN(C(=O)c2ccc(Oc3cc(Cl)cc(Cl)c3)o2)CC1	22.9	0.4	6.3	-9.3	0.0
54	-0.4	-0.5	41.8	-7.4	Cc1cccc(C(=O)N=c2sccn2C)c1[N+](=O)[O-]	4.3	2.5	-5.9	-3.0	-0.5
55	-1.5	8.4	-7.7	1.2	COc1ccccc1OCCNC(=O)Cc1ccc(Cl)c(Cl)c1	4.3	0.5	3.4	1.3	-2.4
56	-0.4	-5.2	10.5	-1.9	CN1C(=O)/C(=C/c2ccc(O)c([N+](=O)[O-])c2)N(C)C1=S	11.3	11.4	-2.6	-4.6	-3.1
57	-2.1	-4.4	51.0	-19.4	CC(=O)Oc1ccc(C(=O)[C@H]2[C@H]3C(=O)N(c4ccccc4)C(=O)[C@H]3[C@@H]3C=CC=NN32)cc1	11.8	-2.5	-0.4	6.7	-4.7
58	-5.2	-2.3	19.0	-2.1	Cc1cnc(C(=O)OCC(=O)N=c2sccn2Cc2ccccc2Cl)cn1	20.9	2.0	-0.3	2.6	-0.7

This is a random part of the collection; overall some 5.3% were active at least once.
